High-throughput results: PubChem BioAssay, several laboratories
TRPC4 PAM: allosterically enhances the mouse TRPC4 cation channel. Q9QUQ5. HEK293 TRPC4beta/mu-opioid, DAMGO EC20, Fluo-4 Ca2+ flux; active compounds read high. B-score at 10 µM. 310,000 compounds, 0.42% hits;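 active = B-score of calcium response area above 5 SD of library B-scores, with initial fluorescence ratio within 5 SD of library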;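 note: B-score of integrated fluorescence ratio over time as area under calcium response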
TRPC6 inhibitor: blocks the mouse TRPC6 cation channel; Q61143; HEK293-TRPC6, membrane potential dye, ACh-evoked depolarization; active compounds read low; B-score at 10 µM; 310,000 compounds, 1.1% hits; AID 2553;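 active = B-score under library mean minus 3 SD, initial fluorescence not abnormally high, positive integrated signal ratio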;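 note: B-score derived from integrated fluorescence ratio over the kinetic read; more negative B-score means stronger inhibition of depolarization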
Target sequence (Q61143 whole entry, looked up): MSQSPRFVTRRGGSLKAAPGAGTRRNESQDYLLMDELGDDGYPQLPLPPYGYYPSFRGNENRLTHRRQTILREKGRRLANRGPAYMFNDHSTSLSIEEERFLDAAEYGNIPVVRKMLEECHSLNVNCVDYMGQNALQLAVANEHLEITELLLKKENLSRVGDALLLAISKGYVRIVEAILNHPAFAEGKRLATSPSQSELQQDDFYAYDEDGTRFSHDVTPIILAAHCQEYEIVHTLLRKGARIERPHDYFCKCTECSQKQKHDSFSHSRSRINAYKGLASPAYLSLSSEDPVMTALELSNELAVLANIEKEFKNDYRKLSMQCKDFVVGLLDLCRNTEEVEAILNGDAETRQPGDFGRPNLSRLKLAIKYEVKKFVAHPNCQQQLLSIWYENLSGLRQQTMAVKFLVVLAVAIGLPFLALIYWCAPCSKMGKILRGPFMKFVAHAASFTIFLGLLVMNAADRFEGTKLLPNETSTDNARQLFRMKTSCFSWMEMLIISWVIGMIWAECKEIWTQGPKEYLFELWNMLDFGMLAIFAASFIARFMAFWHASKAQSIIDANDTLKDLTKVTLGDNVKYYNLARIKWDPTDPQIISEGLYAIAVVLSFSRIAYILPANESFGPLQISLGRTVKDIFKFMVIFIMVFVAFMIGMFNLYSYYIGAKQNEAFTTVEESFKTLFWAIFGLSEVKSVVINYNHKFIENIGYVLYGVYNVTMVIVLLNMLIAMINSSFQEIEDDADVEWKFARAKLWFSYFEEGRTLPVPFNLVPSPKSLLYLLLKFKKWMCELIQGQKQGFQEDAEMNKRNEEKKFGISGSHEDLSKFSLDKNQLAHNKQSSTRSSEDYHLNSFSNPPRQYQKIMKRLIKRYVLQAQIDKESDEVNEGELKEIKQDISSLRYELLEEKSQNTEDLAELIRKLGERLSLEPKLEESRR
TRPC4 inh: inhibitors of mouse TRPC4 channel. AID 2247. 300,000 compounds, 0.39% hits. B-score at 10 µM. HEK293 TRPC4beta/mu-opioid, DAMGO-evoked Fluo4 calcium flux; active compounds read low. Q9QUQ5;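 active = B-score over 3 SD under the library average, no early fluorescence shift, positive overall ratio signal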
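Assay system – HEK293 line stably carrying TRPC4beta and mu-opioid receptor · Doses – single dose · Detection – Fluo4 calcium-dye fluorescence, kinetic read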
TRPC6 act: activates the mouse TRPC6 cation channel | Q61143 | HEK293-TRPC6 membrane potential dye fluorescence; active compounds read high | B-score at 10 µM | 310,000 compounds, 0.13% hits | AID 2550;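 active = B-score of the integrated fluorescence ratio above library mean plus 3 SD, and starting fluorescence ratio within library mean plus 5 SD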;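 note: higher score means more depolarization so channel activation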
IEC-6 tox: IEC-6 cytotoxicity, counter-screen for KLF5 inhibitors. luminescence viability. inhibition, % at 5 µM. 290,000 compounds, 0.78% hits. AID 1825; in the data active = inhibition above about 22%;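 note: 0% = plate median of test compound wells and 100% = cytotoxic reference compound wells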
MrgX1 antagonist: human MrgX1 receptor antagonism, primary screen; Q96LB2; MRGX1-HEK293 calcium flux, Fluo-4, BAM8-22 antagonism; active compounds read low; B-score at 10 µM; 310,000 compounds, 1.3% hits; AID 588676;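 active = calcium-response B-score plate-corrected more than 3 library SD below zero, starting fluorescence within 5 deviations, no agonist response on first addition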;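 note: peak minus trough fluorescence over baseline after final BAM8-22 challenge near maximal dose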
HIF act: HIF pathway transcriptional activation; U2OS HRE-luciferase reporter, luminescence; normalized: DMSO 0%, desferrioxamine 100%; activation, % at 7.5 µM (by protocol); 300,000 compounds, 0.32% hits; AID 1910;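 active = mean activation of at least 10% of the iron chelator positive control signal, with at least half of replicates also reaching 10%; inconclusive = mean and replicate majority disagree about reaching 10%; inactive = mean and most replicates under 10%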
TRPC4 agonist: TRPC4 (mouse) channel activation; AID 2237; 310,000 compounds, 0.49% hits; B-score at 10 µM; HEK293 TRPC4beta/mu-opioid, Fluo4 calcium fluorescence; active compounds read high;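 active = B-score above 5 SD of library B-scores, and initial fluorescence ratio not above library mean plus 5 SD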;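 note: positive B-score marks a calcium rise read as TRPC4 activation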
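Material: HEK293 stable line with TRPC4beta plus mu-opioid receptor; technique: Fluo4 calcium-sensitive dye fluorescence, kinetic, 1 Hz baseline; timing: Fluo4 dye loading 45 min at room temperature, 110 s recording; controls: assay buffer as low control, maximal DAMGO as high control; read-out: integrated baseline-normalised fluorescence ratio, converted to per-well B score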
SKKanGAS inh: SKKanGAS growth inhibition | S. pyogenes SKKanGAS, kanamycin growth, BacTiter-Glo, 6 h | inhibition, % at 7.5 µM | 300,000 compounds, 1.3% hits;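 active = mean replicate score, as percent of positive control median, at least 50; inconclusive = mean below 50 but one replicate at or above 50; inactive = mean and every replicate below 50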;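 note: strain carries kanamycin resistance gene driven by streptokinase promoter and grows in 40 µg/ml kanamycin; loss of luminescence reflects streptokinase promoter inhibition or plain growth inhibition; 0% = median of DMSO wells and 100% = positive control at its reference dose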
aSyn UTR inh: MLPCN primary screen, SNCA 5' untranslated region. alpha-synuclein 5'UTR reporter, inhibitor activity. AID 1813. inhibition, % (tested at 7.5 µM). 300,000 compounds, 0.82% hits; in the data active = inhibition above about 60%; inconclusive = no clear call, values can overlap the other calls;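 note: H4 neuroglioblastoma cells stably carrying SNCA 5'UTR luciferase fusion; 0% = DMSO wells and 100% = positive control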
KLF5 inh: inhibitors of KLF5 expression; inhibition, % at 5 µM; 290,000 compounds, 0.23% hits; DLD-1 KLF5 promoter-luciferase reporter, luminescence;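 active = inhibition above a per-plate limit of that plate's mean compound inhibition plus 3 SD, cut at about 60% in these data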;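 note: 0% = DMSO wells and 100% = LY294002 at 200 µM; higher means less KLF5 promoter-driven luciferase light; inactives centre near -14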
* = called active by the depositor; i = inactive; ? = inconclusive; · = no result given.

Fields: TRPC4 PAM	TRPC6 inhibitor	TRPC4 inh	TRPC6 act	IEC-6 tox	MrgX1 antagonist	HIF act	TRPC4 agonist	SKKanGAS inh	aSyn UTR inh	KLF5 inh
- Cc1ccc(Cn2cc(/C=C/C(=O)O)c(-c3ccccc3)n2)cc1
    i	i	i	i	-1.6	i	0.6	i	10.0	-8.7	-6.4
- CC(Sc1ccccc1)C(=O)NN=C1CCCCCC1 (stereo unspecified)
    i	i	i	i	8.3	i	0.6	i	-6.2	-4.3	-35.0
- O=[N+]([O-])c1cc(CN2CCN(c3ccccc3)CC2)c(O)c2ncccc12
    i	i	i	i	51.8*	i	9.2	i	?	82.0*	76.3*
- N#CCOC(=O)c1sccc1-n1cccc1
    i	i	i	i	4.1	i	-0.2	i	-14.2	-4.8	-3.1
- O=C(NCc1ccc(F)cc1)C1CCN(S(=O)(=O)c2ccc3c(c2)OCCCO3)CC1
    i	i	i	i	1.8	i	-0.6	i	-0.9	19.2	-24.3
- CC1(C)CC(CC(=O)Nc2ccccn2)C(=O)O1 (stereo unspecified)
    i	i	i	i	-1.6	i	0.1	i	-15.0	8.0	-14.2
- CCOC(=O)c1cc2ccccc2n1CCN(CC)CC
    i	i	i	i	1.3	i	-0.1	i	-11.1	-14.8	-21.3
- CCOC(=O)C(NC(C)=O)(OCc1ccccc1)C(F)(F)F (stereo unspecified)
    i	i	i	i	1.1	i	-50.8	i	-7.9	1.6	-0.5
- O=C(CSCc1ccccc1)Nc1ccc(F)cc1F
    i	i	i	i	0.0	i	0.5	i	-1.1	-42.5	-10.3
- CN(CCc1ccccn1)C(=O)Nc1cc(Cl)cc(Cl)c1
    i	i	i	i	-5.4	i	0.0	i	-3.5	25.9	-30.3

Other entries.
Fields: TRPC4 PAM	TRPC6 inhibitor	TRPC4 inh	TRPC6 act	IEC-6 tox	MrgX1 antagonist	HIF act	TRPC4 agonist	SKKanGAS inh	aSyn UTR inh	KLF5 inh
- COc1ccc(C(CNC(=O)C(C)(C)Oc2ccc(Cl)cc2)N2CCCCC2)cc1 (stereo unspecified)
    i	i	i	i	-4.7	i	-0.1	i	2.9	-11.6	-4.1
- COc1ccc(OC)c(NS(=O)(=O)c2ccc(N3CCCC3=O)cc2)c1
    i	i	i	i	87.5*	i	-0.6	i	3.8	110.7*	82.9*
- CCC(C)c1ccc(NS(=O)(=O)c2c(C)[nH]c(=O)[nH]c2=O)cc1 (stereo unspecified)
    i	i	i	i	-0.9	i	1.2	i	-9.0	-3.3	-23.9
- O=C(COC(=O)c1cccc([N+](=O)[O-])c1)Nc1ccc(Cl)cn1
    i	i	i	i	·	i	0.5	i	3.6	-10.5	·
- CN1CCN(C2CCN(S(=O)(=O)c3ccc(C(C)(C)C)cc3)CC2)CC1
    i	i	i	13.4*	13.4	·	0.1	i	8.4	3.7	7.1
- CCn1cc([N+](=O)[O-])c(=O)c2cc(F)c(N3CCOCC3)cc21
    i	i	i	i	9.4	i	-22.3	i	0.5	4.1	-19.9
- COc1cccc(CC2(CO)CCCN(Cc3c(C)cc(C)cc3-n3cccn3)C2)c1 (stereo unspecified)
    i	i	i	i	7.0	i	-0.4	i	-2.2	0.0	-4.0
- Cc1cc(Br)ccc1NC(=O)CN(C)C(=O)CSCc1ccccc1
    i	i	i	i	·	i	-22.7	i	-4.6	-2.2	·
- COc1ccc(C2=NN(C(=O)CCC(=O)O)C(c3ccccc3OC)C2)cc1 (stereo unspecified)
    i	i	i	i	3.0	i	0.3	i	1.3	-18.0	-30.2
- CC(=O)c1ccc(N2CCN(C(=O)c3ccc(Br)cc3)CC2)c(F)c1
    i	i	i	i	-10.9	i	-0.3	i	13.2	25.9	-6.3

Next section.
Fields: TRPC4 PAM	TRPC6 inhibitor	TRPC4 inh	TRPC6 act	IEC-6 tox	MrgX1 antagonist	HIF act	TRPC4 agonist	SKKanGAS inh	aSyn UTR inh	KLF5 inh
- Cc1csc(NC(=O)c2cncc(Br)c2)n1
    i	i	i	i	-2.2	i	-0.1	i	-3.8	-46.1	-152.1
- O=C(Nc1nc(-c2ccco2)c(-c2ccco2)s1)C1CCC1
    i	i	i	i	-11.3	i	-0.1	i	1.2	-33.9	-21.2
- Cc1ccccc1S(=O)(=O)Cc1ccc(C(=O)NCc2ccco2)o1
    i	i	i	i	-2.9	i	0.3	i	-2.7	-24.7	-4.9
- O=C(OCC(O)COC(=O)c1cccnc1)c1cccnc1
    i	i	i	i	-2.0	i	-11.6	i	1.0	3.6	-5.1
- COc1ccc(NC(=O)CSc2nnc(C)n2C2CCCCC2)cc1
    i	i	i	i	3.5	i	-0.9	i	0.4	6.0	16.1
- CC(/C=C/c1ccc2c(c1)OCO2)=N/NC(=O)c1cccnc1
    i	i	i	i	-2.5	i	-0.2	i	1.7	-32.7	-19.1
- COc1ccc([C@@H]2C[C@H](c3ccccc3)Oc3cc(OC)c(OC)c(OC)c32)cc1
    i	i	i	i	·	i	-3.9	i	1.7	35.3	·
- CCCCN=c1sc(C(=O)OC)cc(=O)n1CCCC
    i	i	i	i	-3.0	i	-0.3	i	-0.2	-17.0	-29.7
- CCn1c2ccc(OC)cc2c2nc3ccccc3nc21
    i	i	i	i	1.1	i	-0.1	i	7.8	15.3	-20.0
- CCC(=O)Nc1ccc2c(c1)nc(CCN1CCN(c3ccccn3)CC1)n2C
    i	i	i	i	-1.2	i	0.9	i	3.8	20.0	-20.2

(continued)
Fields: TRPC4 PAM	TRPC6 inhibitor	TRPC4 inh	TRPC6 act	IEC-6 tox	MrgX1 antagonist	HIF act	TRPC4 agonist	SKKanGAS inh	aSyn UTR inh	KLF5 inh
- CCC(C)[C@H](NC(=O)Nc1ccc2c(c1)OCCO2)C(=O)OC (stereo partly specified)
    i	i	i	i	-3.1	i	0.1	i	-4.1	-8.6	-20.4
- Cc1ccc(N2CCCC2=O)cc1S(=O)(=O)N1CCOCC1
    i	i	i	i	3.5	i	-0.2	i	-2.9	11.7	-34.2
- COc1ccc(C(=O)Nc2ccc(O)c3ccccc23)cc1
    i	i	i	i	·	i	-0.2	i	9.2	-39.2	·
- COCCn1c(SCC(=O)Nc2sccc2C(N)=O)nnc1-c1ccncc1
    i	i	i	i	-1.2	i	·	i	·	·	7.2
- CCOc1ccc(OCCCC(=O)O)cc1
    i	i	i	i	1.2	i	-0.3	i	4.3	6.6	-79.0
- COc1ccc(NC(=O)C2=NNC(=O)CC2)cc1S(=O)(=O)N1CCCCC1
    i	i	i	i	1.2	i	-0.1	i	-4.4	-2.2	-15.9
- O=C(CSc1ccc(-c2ccccn2)nn1)NCc1ccccc1
    i	i	i	i	2.6	i	0.5	i	-5.5	-11.2	-28.2
- O=C(COc1ccc(S(=O)(=O)N2CCCC2)cc1Cl)Nc1ccc2c(c1)OCO2
    i	i	i	i	0.7	i	1.3	i	-0.4	11.4	4.6
- CCCn1c(SC/C(O)=C(\C#N)c2nc3ccccc3[nH]2)n[nH]c1=O
    i	i	i	i	-2.9	i	0.5	i	3.7	-22.1	-28.7
- O=C(CN1C(=O)NC2(CCCc3ccccc32)C1=O)Nc1cccc(S(=O)(=O)N2CCCCC2)c1 (stereo unspecified)
    i	i	i	i	-7.0	i	-0.1	i	3.7	-12.5	1.0

More compounds follow:
Fields: TRPC4 PAM	TRPC6 inhibitor	TRPC4 inh	TRPC6 act	IEC-6 tox	MrgX1 antagonist	HIF act	TRPC4 agonist	SKKanGAS inh	aSyn UTR inh	KLF5 inh
- CCN(c1cccc(C)c1)S(=O)(=O)c1cn(CC(=O)OC)c2ccc([N+](=O)[O-])cc12
    i	i	i	i	4.7	i	-0.8	i	-7.2	-3.3	-10.9
- CC1=C(C(=O)OC2CCCCC2)C(c2ccccc2)NC(=O)N1 (stereo unspecified)
    i	i	i	i	3.0	i	-0.9	i	5.5	4.4	-12.3
- O=C(COc1ccccc1)Nc1ccc(CSc2ccccc2)cc1
    i	i	i	i	-1.8	i	0.2	i	-1.1	-23.5	12.1
- Cc1cc(=O)[nH]c2nnc(-c3ccc(Cl)cc3)n12
    i	i	i	i	-0.8	i	1.7	i	4.7	-46.2	-69.1
- CC(C)N(CC(O)COc1ccc(CC(N)=O)cc1)CC(O)COc1ccc(CC(N)=O)cc1 (stereo unspecified)
    i	i	i	i	0.9	i	1.3	i	3.0	5.8	-28.3
- Cc1onc(-c2ccccc2Cl)c1C(=O)NC(=S)Nc1ccccc1C(N)=O
    i	i	i	i	-6.4	i	-0.2	i	0.6	15.9	-21.2
- COc1ccc(C2NC(=O)c3ccccc3O2)cc1OC (stereo unspecified)
    i	i	i	i	-2.1	i	·	i	-3.5	-9.1	-18.5
- CCOC(=O)/C(C#N)=C\c1ccco1
    i	i	i	i	0.6	i	0.0	i	-0.2	-15.0	0.9
- Cc1nc2scc(-c3cccs3)c2c(=O)n1CC(=O)O
    i	i	i	i	-2.2	i	-0.4	i	-2.1	14.0	5.6
- CCS(=O)(=O)N1CCN(C(=O)C(c2ccccc2)c2ccccc2)CC1
    i	i	i	i	5.1	i	-0.1	i	-0.5	-2.8	-11.7

(listing goes on)
Fields: TRPC4 PAM	TRPC6 inhibitor	TRPC4 inh	TRPC6 act	IEC-6 tox	MrgX1 antagonist	HIF act	TRPC4 agonist	SKKanGAS inh	aSyn UTR inh	KLF5 inh
- COc1cccc(C2CC(c3ccccc3Cl)n3ncnc3N2)c1 (stereo unspecified)
    i	i	i	i	-7.6	i	0.1	i	20.3	14.3	-25.1
- O=C(O)c1ccccc1-n1c(-c2ccccc2)cc2c1CCCC2=O
    i	i	i	i	1.9	i	-0.1	i	3.4	-5.4	-10.5
- N#Cc1c(-c2ccccc2F)cc(-c2cccnc2)nc1N
    i	i	i	i	3.1	i	0.5	i	1.9	23.6	-11.5
- CC1=CC(C)(C)NC(=S)N1C(C)c1ccccc1 (stereo unspecified)
    i	i	i	i	7.3	i	-0.1	i	6.1	-1.7	-32.0
- O=C(Nc1ccc(Cl)cc1)C1=Cc2cc(Cl)ccc2OC1
    i	i	i	i	-7.4	i	0.3	i	4.3	-14.2	-7.4
- Cc1nn(C(C)C(=O)Nc2ccccc2Cl)c(=O)c2nn(-c3ccccc3)c(C)c12 (stereo unspecified)
    i	i	i	i	-3.9	i	0.2	i	-3.7	9.6	-62.6
